Sm TGR block: S. mansoni TGR enzyme inhibition | Potency, µM (top dose mostly 114 µM), for inactives: at the top dose activity change, negative = inhibition, hits mostly inhibitors | 3% of 360,000 active | purified TGR, DTNB reduction, TNB absorbance 405 nm | Q962Y6; further: potency means the concentration at half of the fitted maximal effect; nearly all actives have a fitted effect of over 60% in size
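First, TGR (20 nM dispensed) and NADPH were mixed with compound. Second, a 15 min room-temperature incubation followed. Third, further NADPH and then DTNB were added to start the reaction. Finally, TNB absorbance was monitored kinetically.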
AmpC detergent: AmpC beta-lactamase inhibition with detergent present | P00811 | AmpC hydrolysis of nitrocefin, absorbance 480 nm, 0.01% Triton | Potency, µM (series often up to 114 µM), for the others: top-dose activity change, negative = inhibition, most hits filed as inhibitors | 0.041% of 370,000 active;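 further: potency means the concentration at half of the fitted maximal effect; 0% = no-compound wells and -100% = no-enzyme wells; nearly all actives have a fitted effect of over 25% in size; some results filed as inactive show a strong effect at the top dose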
Target sequence (P00811 whole entry, looked up): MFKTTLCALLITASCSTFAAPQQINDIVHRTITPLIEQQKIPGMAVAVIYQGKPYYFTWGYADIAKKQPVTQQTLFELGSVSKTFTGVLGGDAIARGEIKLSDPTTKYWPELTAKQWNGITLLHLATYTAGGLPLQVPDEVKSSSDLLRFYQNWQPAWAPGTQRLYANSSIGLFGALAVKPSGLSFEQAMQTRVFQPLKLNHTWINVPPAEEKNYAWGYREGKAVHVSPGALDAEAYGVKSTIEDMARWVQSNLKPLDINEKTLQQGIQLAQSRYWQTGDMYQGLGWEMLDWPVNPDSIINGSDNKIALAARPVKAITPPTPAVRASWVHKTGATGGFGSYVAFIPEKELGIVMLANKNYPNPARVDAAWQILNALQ
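20 mM phosphate pH 7.0 + 0.01% (detergent screen) or 0.0001% Triton X-100; 5.3 nM AmpC reagent; cpd preinc 15 min RT; nitrocefin (800 uM stock) to start; A480 q20 s × 4 min; Activity was normalised to no-enzyme and no-compound control wells.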
Giardia FBPA inh: Giardia lamblia aldolase inhibition. A8B2U2. purified Giardia FBPA. Potency, µM (doses to about 59.6 µM), inactives show top-dose activity, negative = inhibition, most hits filed as inhibitors. 0.71% of 290,000 active. AID 2451; further: potency means the concentration at half of the fitted maximal effect; nearly all actives have a fitted effect of over 55% in size
Target sequence (A8B2U2 whole entry, looked up): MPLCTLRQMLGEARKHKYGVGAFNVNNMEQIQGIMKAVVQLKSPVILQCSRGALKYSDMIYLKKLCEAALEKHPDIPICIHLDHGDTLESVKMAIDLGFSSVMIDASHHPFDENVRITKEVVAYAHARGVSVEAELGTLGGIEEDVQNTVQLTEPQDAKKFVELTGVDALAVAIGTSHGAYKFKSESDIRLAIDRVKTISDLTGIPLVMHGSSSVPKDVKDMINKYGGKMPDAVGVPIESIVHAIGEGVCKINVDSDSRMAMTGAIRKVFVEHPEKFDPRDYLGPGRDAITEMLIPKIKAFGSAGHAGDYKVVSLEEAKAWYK
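Giardia FBPA (40 nM reagent) was preincubated 10 min at RT with compound (up to 57.5 uM final), then substrate plus GAPDH/TPI/NAD/arsenate coupling system with diaphorase/resazurin was added; resorufin fluorescence (525/598 nm) was read after 20 min.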
HCMV antiviral: human cytomegalovirus inhibition | HFF cells, HCMV-luciferase reporter, 72 h; hits give low values | activity change, negative = inhibition, % at 57.5 µM | 4.5% of 410,000 active | AID 1259415; in the data active means activity change below about -60%; inconclusive means no clear call, values can overlap the other calls; inactive means above about -39%
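Two-dose cell screen: HFF monolayers treated with compounds and infected with luciferase-expressing HCMV at 1 PFU/cell, 72 h at 37C, then lysed for luciferase measurement.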
AMA1-RON2 inh: disrupts binding of P. falciparum AMA1 to RON2; AID 720542; 0.2% of 360,000 active; Potency, µM (top dose mostly 58.2 µM), inactives show at the top dose activity change, negative = inhibition, usual class: inhibitors; AlphaScreen AMA1-biotinylated RON2 peptide binding;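 further: potency means the concentration at half of the fitted maximal effect; 0% = vehicle wells and -100% = peptide control; nearly all actives have a fitted effect of over 45% in size; some results filed as inactive show a strong effect at the top dose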
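AMA1 (3D7) with his tag at 25 nM final met compounds first, then biotinylated RON2 peptide at 25 nM; detection used donor plus acceptor beads, 10 µg/mL apiece, read by AlphaScreen after 30 min at room temperature.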
AmpC inh no detg: blocks E. coli AmpC beta-lactamase in detergent-free assay; 0.52% of 330,000 active; AID 485341; Potency, µM (titrated, usually from 57.1 µM), for the others: at the highest dose activity change, negative = inhibition, hits mostly inhibitors; AmpC nitrocefin hydrolysis, absorbance 480 nm, 0.0001% Triton;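 further: potency means the concentration at half of the fitted maximal effect; plate controls were no compound for no effect and no enzyme for full effect; nearly all actives have a fitted effect of over 20% in size; some results filed as inactive show a strong effect at the top dose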
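20 mM phosphate pH 7.0 + 0.01% (detergent screen) or 0.0001% Triton X-100; 5.3 nM AmpC reagent; cpd preinc 15 min RT; nitrocefin (800 uM stock) to start; A480 q20 s × 4 min; Activity was normalised to no-enzyme and no-compound control wells.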
Starred values were filed as active, the others as inactive; u = inconclusive; x = not tested or not shown; & = joins results of further samples; [ ] = another dose, or the depositor's remark. Unless noted, the call rests on the fitted dose curve; in most records, active means well fitted curve in the direction sought with a large enough effect; inconclusive means small, poorly fitted or top-dose-only effect, or another doubt; inactive means no such curve, though single readings can be large; an effect the other way counts as inactive or inconclusive. Unless noted, on the % scale 0 is the no-effect control and ±100 the full control effect.

SMILES	Sm TGR block	AmpC detergent	Giardia FBPA inh	HCMV antiviral	AMA1-RON2 inh	AmpC inh no detg
COc1ccc(CCNC(=O)c2cc3c(=O)n4cccc(C)c4nc3n(CC3CCCO3)c2=N)cc1 (centres undefined)	-21%	-12%	15%	-31	1%	-19%
CCOc1ccc(NC(=O)CCc2nnc3n(C)c(=O)c4sccc4n23)cc1	-7%	2%	x	5	x	x
CCOC(=O)C1(C(=O)OCC)C(c2ccccc2)CC(O)N1C(C)=O (centres undefined)	3%	-9%	8%	-8	-3%	-5%
COC(=O)c1ccc(C(=O)OC)c(NC(=S)N2CCN(c3ccccc3F)CC2)c1	0%	-9%	-13%	24	-26%	-10%
Cc1ccc(-c2cc(N)n3nc(-c4ccc(C)cc4)cc3n2)cc1	13%&2%	2%&3%	1%	-13&-38	0%	-28%
Cc1cc(S(=O)(=O)NCc2ccccc2)ccc1OCC(=O)NCc1ccncc1	-27%	3%	x	-30	-15%	23%
COc1cccc(N2CCN(c3ccc4nnc(CCC(=O)Nc5ccc(OC)c(OC)c5)n4n3)CC2)c1	-14%	-11%	-17%	-29	-7%	66%[activator]
Cc1cc(C(=O)NNC(=O)c2ccc(S(=O)(=O)N(C)C)cc2)c(C)o1	-5%	u	1%	-5	17%[11.6 µM]	-8%
CC(Oc1ccc(Br)cc1)C(=O)NNC(=O)CCN1CCN(c2ccccc2)CC1 (centres undefined)	1%	-16%	x	x	48%[activator]	73%[activator]
COc1ccc(C2CC(=O)Oc3c2c(=O)oc2ccccc32)c(OC)c1OC (centres undefined)	-6%	2%	x	4	x	x

Part of the list above, as labelled records:
molecule: COc1cccc(N2CCN(c3ccc4nnc(CCC(=O)Nc5ccc(OC)c(OC)c5)n4n3)CC2)c1
  Sm TGR block: -14%; AmpC detergent: -11%; Giardia FBPA inh: -17%; HCMV antiviral: -29; AMA1-RON2 inh: -7%; AmpC inh no detg: 66%[activator]
molecule: Cc1cc(C(=O)NNC(=O)c2ccc(S(=O)(=O)N(C)C)cc2)c(C)o1
  Sm TGR block: -5%; AmpC detergent: u; Giardia FBPA inh: 1%; HCMV antiviral: -5; AMA1-RON2 inh: 17%[11.6 µM]; AmpC inh no detg: -8%

(list continues)
SMILES	Sm TGR block	AmpC detergent	Giardia FBPA inh	HCMV antiviral	AMA1-RON2 inh	AmpC inh no detg
Cc1ccc(S(=O)(=O)N(CC(=O)N2CCOCC2)c2ccc(Br)cc2)cc1	0%	1%	8%	6	-7%	103%[activator]
Cc1ccc(NC(=S)NCc2ccccc2)cc1[N+](=O)[O-]	-15%	-10%	0%	-96*	13%	-39%
CCOc1cc(CNCCCN2CCOCC2)cc(Br)c1OCC(=O)Nc1cccc(C(F)(F)F)c1	4%	3%	-9%	-18	-4%	164%[activator]
COc1ccc(N(CC(=O)N2CC=C(c3ccccc3)CC2)S(=O)(=O)c2c(C)noc2C)cc1	-12%	u	-4%	-9	10%	6%
Cc1cccc(C(=O)Nc2ccc(Oc3cnccn3)cc2)c1	-2%	6%	-1%	1	-2%	-16%
COc1ccc(NC(=O)CCNC(=O)C2CCN(S(=O)(=O)c3ccc(F)cc3)CC2)cc1OC	-1%	-4%	6%	0	3%	24%
Cc1ccc(CN2CCSc3ccc(C(=O)Nc4ccc(Cl)cc4)cc32)cc1	6%	11%	x	24	x	x
CCOc1ccc(N(CC(=O)Nc2ccccc2OCC)S(=O)(=O)c2c(C)noc2C)cc1	-7%	0%	x	-86*	2%	49%
NC(=O)[C@H]1CC2(CC(c3cccc(NC(=O)[C@H]4CCC(=O)N4)c3)=NO2)CN1C(=O)c1ccccc1C(=O)c1ccccc1 (some centres undefined)	-11%	-1%	-5%	-31	17%	52%
O=C(NCC1CCCO1)C(c1ccc(F)cc1)N(C(=O)Cn1nnc(-c2ccc(F)cc2)n1)c1cccc(O)c1 (centres undefined)	-5%	-2%	-2%	u	-18%	119%[activator]
O=C(NC(=O)c1ccccc1)Nc1ccc(Cl)cn1	9%	u	1%	57	-3%	-9%
Cc1ccc2oc3c(c(=O)c2c1)C(c1ccccc1F)N(CCCN(C)C)C3=O (centres undefined)	-6%	9%	x	30	x	x
O=C(Nc1ccc(S(=O)(=O)Nc2ncccn2)cc1)c1nn(Cc2ccccc2)c(=O)c2ccccc12	1%	-3%	-2%	-12	-11%	-32%
CCC(=O)c1ccc(OCC(O)CN2CCCCC2)cc1 (centres undefined)	8%	9%	-5%	9	6%	-21%
O=C(COc1ccccc1)NC(=S)Nc1ccc2c(c1)Cc1ccccc1-2	-9%	3%	7%	-34	-3%	-22%
CC[C@@H](C)C(NC(=O)OC(C)(C)C)c1cn([C@@H](CCCCNC(=O)OC(C)(C)C)C(=O)N2CCN(C(=O)OC(C)(C)C)CC2)nn1 (some centres undefined)	-2%	7%	8%	23	3%	212%[activator]
COc1ccc2oc(=Nc3cc(F)ccc3F)c(C(N)=O)cc2c1	8%	2%	2%	131	-11%	0%
Oc1c(C(c2ccccc2Cl)N2CCN(Cc3ccccc3)CC2)sc2nc(-c3ccco3)nn12 (centres undefined)	1%	-1%	x	1	x	x
CC(C)N1CCC(N2CCN(C/C=C/c3ccccc3)CC2CCO)CC1 (centres undefined)	-1%	3%	-5%	x	-2%	-12%
C/C(=N\N=C(c1ccccc1)c1ccccc1)c1ccco1	0%	7%	0%	x	u	-23%
CS(=O)(=O)NCCCc1ccccc1	-7%	-4%	4%	-2	0%	-7%
COC(=O)c1ccc(C(c2c(N)n(Cc3ccccc3)c(=O)n(C)c2=O)N2CCOCC2)cc1 (centres undefined)	22µM*	-6%	0%	-14	-8%	52%
O=C(CCNS(=O)(=O)c1ccccc1F)OCc1ccccc1Cl	x	x	x	-18	-1%	-32%
CS/C(=C/[N+](=O)[O-])Nc1cccc2c1C(C)CC2(C)C (centres undefined)	13µM*	3%	8%	-30	-8%	-13%
OCCOCCn1c(-c2ccccc2)nc(=S)c2c1CCCC2	u	-14%	-20%	-9	2%	-13%
CN(C(=O)Cn1nnc(-c2ccccc2)n1)C1CCS(=O)(=O)C1 (centres undefined)	-3%	u	x	5	-6%	-15%
Cc1nc2nc(SCC(=O)NC3CCCCC3)nn2c(C)c1Cc1ccccc1Cl	-5%	3%	x	12	x	x
O=C1C=C(c2ccc(F)cc2OCc2ccccc2)C[C@@H](c2ccc(Cl)cc2)C1	4%	10%	x	u	2%	-23%
CCc1ccc(OCC(=O)NNC(=O)c2ccc(NC(=O)C3CC3)cc2)cc1	0%	-5%	x	x	16%	-27%
COc1ccc(S(=O)(=O)N2CCOCC2)cc1NC(=O)CSc1ncccn1	x	x	x	42	6%	-14%

Whole records, looked up by structure:
`CCc1ccc(OCC(=O)NNC(=O)c2ccc(NC(=O)C3CC3)cc2)cc1` is listed as Sm TGR block = 0%; AmpC detergent = -5%; Giardia FBPA inh = x; HCMV antiviral = x; AMA1-RON2 inh = 16%; AmpC inh no detg = -27%
`Cc1nc2nc(SCC(=O)NC3CCCCC3)nn2c(C)c1Cc1ccccc1Cl` is listed as Sm TGR block = -5%; AmpC detergent = 3%; Giardia FBPA inh = x; HCMV antiviral = 12; AMA1-RON2 inh = x; AmpC inh no detg = x
`COC(=O)c1ccc(C(c2c(N)n(Cc3ccccc3)c(=O)n(C)c2=O)N2CCOCC2)cc1` (centres undefined) is listed as Sm TGR block = 22µM*; AmpC detergent = -6%; Giardia FBPA inh = 0%; HCMV antiviral = -14; AMA1-RON2 inh = -8%; AmpC inh no detg = 52%

Going on with the list.
SMILES	Sm TGR block	AmpC detergent	Giardia FBPA inh	HCMV antiviral	AMA1-RON2 inh	AmpC inh no detg
O=C1Nc2cc(Cl)cnc2N2CCCC12 (centres undefined)	u	-7%	-20%	2	0%	-39%
Nc1nc(CSC(=S)N2CCOCC2)nc(Nc2ccccc2)n1	-3%	5%	-6%	116	-9%	-15%
CC(=O)c1cccc(N(CC(=O)N2CCCCC2)S(C)(=O)=O)c1	1%	-10%	4%	-2	4%	-2%
Cc1ccc(COC(=O)NCc2cccnc2)cc1	-21%	u	-5%	22	-2%	-8%
COc1ccc(NC(=O)CSc2nc3[nH]c(=O)cc(O)c3s2)c(OC)c1	2%	-2%	x	-14	0%	-31%
COc1ccc(C(=O)NCCC2=CCCCC2)cc1OC	5%	-13%	2%	41	4%	-1%
O=C(NCC(c1cccs1)N1CCOCC1)c1ccc(Cl)s1 (centres undefined)	2%	-13%	-7%	7	-6%	-4%
COc1ccc(S(=O)(=O)N2CCCCCC2)cc1C(=O)Nc1cccc(C)n1	14%	-3%	-2%	-13	-10%	66%[activator]
CCc1ccc(NC(=O)N2CCN(c3nnc(C)c4c(C)n(-c5ccc(Cl)cc5)nc34)CC2)cc1	-6%	-4%	x	-40	x	x
Cc1cccc(NC(=O)CSc2nnc(C)c(=O)n2N)c1C	0%	u	5%	18	20%	-7%
CN(c1ccc(F)cc1)S(=O)(=O)c1ccc(Cl)c(C(=O)NCC(c2ccco2)N2CCCCC2)c1 (centres undefined)	-9%	u	x	-33	8%	40%
Cc1ccc(NC(=O)c2ccccc2)cc1	-25%	3%	2%	125	-9%	-20%
COc1ccc(-c2c(C#Cc3ccsc3)c3cc(-c4cccc5[nH]ccc45)ccc3n2C)cc1	-18%	-5%	x	0	-1%	-19%
C=CCOC(=O)/C=C/C(=O)NC(N)=O	1.3µM*	8%	0%	20	-6%	-23%
CC(C)CCn1c(N2CCC(C(N)=O)CC2)nc2c1c(=O)[nH]c(=O)n2C	0%[11.4 µM]	-9%	3%	-94*	13%	1%

Compound activity as filed in PubChem BioAssay.
